Screening results (PubChem)
PGC1a acetyl inh: inhibitors of PGC1a acetylation signal, primary screen, cell-based, U2OS, AlphaScreen, inhibitor mode | AlphaScreen anti-acetyl-lysine; with virally co-expressed GCN5 acetyltransferase | 350,000 tested, 0.17% active | AID 651687, 2012 | inhibition, % at 15.6 µM;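 active = every replicate shows inhibition of at least 40%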;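 also: 0% = neutral control wells and 100% = positive control wells; some results beyond the cut were filed as inactive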
CASP6 VEID inh: human caspase-6 inhibitors, primary screen, biochemical, VEID-R110 fluorescence, single point, set 2; P55212; purified caspase-6, Z-VEID-R110 cleavage fluorescence; inhibition, % at 12.5 µM; 350,000 tested, 0.53% active;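 active = mean inhibition across replicates at least about 35%, with every replicate also reaching that limit, limit read from the data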;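 also: 0% = median of neutral control wells and 100% = no fluorescence left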
Target sequence (P55212 24-179 limits assumed): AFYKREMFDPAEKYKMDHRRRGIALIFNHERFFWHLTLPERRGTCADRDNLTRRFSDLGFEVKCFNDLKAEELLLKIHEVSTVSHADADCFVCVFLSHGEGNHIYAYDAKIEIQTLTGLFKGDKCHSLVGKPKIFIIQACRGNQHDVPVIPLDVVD
Target sequence (P55212 194-293 limits assumed): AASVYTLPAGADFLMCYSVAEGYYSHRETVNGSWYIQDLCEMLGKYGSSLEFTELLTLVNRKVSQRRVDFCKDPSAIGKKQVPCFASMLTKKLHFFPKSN
EWS-Fli inh: EWS/Fli-driven NR0B1 reporter inhibitors, primary screen, A673 cells, NR0B1 luciferase, luminescence, MLPCN library | inhibition, % at 12.6 µM | viability-normalised | AID 651661, 2012 | 350,000 tested, 0.67% active;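 active = mean inhibition of at least 50% after viability correction, with every replicate also passing that limit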;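 also: firefly luciferase signal divided by Alamar Blue viability fluorescence both relative to DMSO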
FN deposition inh: inhibitors of fibronectin matrix deposition, primary screen, AH1F cells, Alexa488-fibronectin fluorescence, plate reader | AH1F fibroblasts, overnight | inhibition, % at 12.6 µM | 350,000 tested, 0.086% active;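 active = mean inhibition across replicates of 30% or more, regardless of how many single replicates reach that level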;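 also: positive control wells lacked labelled fibronectin entirely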
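Test system: AH1F fibroblast monolayer depositing Alexa488-labelled fibronectin into matrix. Input: 10000 cells per well. Technique: fluorescence, ex 485 nm, em 525 nm. Buffer or medium: DMEM plus 2% serum, read in PBS. Timing: 1 h cell adhesion before compound, then overnight fibronectin incubation. Compound: single dose, pinned. Read-out basis: inhibition from reduced deposited-fibronectin fluorescence.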
LGR2 inh: inhibitors of bursicon-induced LGR2 CRE-luciferase signal, primary screen, cell-based, HEK293, CRE-luciferase reporter, bursicon stimulation; AID 720647, 2013; inhibition, % at 9.99 µM; bursicon-stimulated, 4 h; 380,000 tested, 0.35% active;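 active = drop in luminescence signal, shown as inhibition above about 50% in the replicate tests, limit read from the data, passing the limit was not always enough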;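 also: agonist challenge used bursicon conditioned medium at about half maximal strength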
Cneo AK release: Cryptococcus neoformans cell lysis inducers, primary screen, AK release luminescence, single concentration; lysis activity, % at 15 µM; C. neoformans lysis, adenylate kinase release luminescence, 4 h; normalised: neutral wells 0, clomiphene wells 100; 360,000 tested, 0.2% active;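 active = mean lysis activity across replicates of at least 80%, whatever share of replicates individually reach that level; inactive = mean lysis activity below 80%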
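Material – Cryptococcus neoformans yeast cells · Quantity – 5 × 10^6 yeast cells/mL · Buffer or medium – YPD medium · Compound – single dose · Timing – 4 h static compound exposure, 37 °C, read 1 h post-reagent · Signal – adenylate kinase release luminescence · Read-out basis – lysis from increased AK signal · Benchmarks – Clomiphene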
PAX8 reporter: inhibitors of PAX8-driven TPO luciferase reporter, primary screen, RMG-I cells, single concentration; SteadyGlo, 24 h; 360,000 tested, 1.2% active; inhibition, % at 12.6 µM;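 active = mean replicate inhibition at least 60% with every replicate also reaching 60%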;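 also: luciferase light reporting Pax8 driven TPO promoter activity; plate controls were median of neutral control wells for no effect and mitoxantrone controls for full effect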
miR122 inh: miR-122 Renilla sensor signal increase in Huh7, primary screen, miR-122 inhibitor project, cell-based, single point, plate reader. activation (reporter increase), % at 12.5 µM. 340,000 tested, 0.3% active. Huh7 miR-122 Renilla luciferase sensor, 48 h; neutral wells = 0, positive control = 100;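 active = mean replicate activation score at least 90 and every replicate individually at or above 90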;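 also: higher luciferase means less miR-122 activity so hits act as miR-122 inhibitors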
An asterisk follows results filed as active; . = not tested or not shown; [ ] = another dose, or the depositor's remark.

molecule	PGC1a acetyl inh	CASP6 VEID inh	EWS-Fli inh	FN deposition inh	LGR2 inh	Cneo AK release	PAX8 reporter	miR122 inh
Cc1ccc(OCCc2csc(N)n2)cc1	36.0	2.5	12.8	.	-18.2	2.7	-50.2	-6.4
CN1C(=O)c2cc(NS(=O)(=O)c3ccc(Cl)cc3)ccc2OC[C@H]2O[C@@H](CC(=O)N3CCc4ccccc4C3)CC[C@@H]21	-7.5	-0.2	19.1	.	11.3	-0.5	74.3*	25.0[16.7 µM]
Cn1c(Cc2ccccc2)nnc1SCC(=O)Nc1ccc2c(c1)OCO2	3.9	.	.	-11.6	.	-5.9	0.0	17.7
Cn1cnnc1SCC(=O)Nc1ccc(Cl)cc1	.	-1.1	-0.9	6.8	-7.9	0.4	-31.8	-6.0
C[C@@H](O)C#Cc1ccc([C@@H]2[C@@H](CO)N3CCCCN(C(=O)Nc4ccccc4)C[C@@H]23)cc1	7.9	2.8	-1.0	.	-5.9	2.3	-10.5	7.7[16.7 µM]
COc1cccc(/C=C2/SC(=O)N(C)C2=O)c1OCc1ccc(C(=O)O)cc1	10.5	2.7	-1.0	4.1	23.0	.	-3.8	4.8
CC1CCCN(S(=O)(=O)c2ccc(Br)s2)C1 (configuration not stated)	-9.6	19.6	9.8	-1.2	10.1	-5.1	3.2	7.8
O=C(/C(=N/O)c1ccccc1)c1ccccc1	-2.1	-0.5	-0.2	3.2	-2.6	-1.4	-0.3	5.2
COc1ccc(N2CCN(C(=S)Nc3cccc(C)c3C)CC2)cc1	4.4	2.8	8.1	.	15.3	0.2	.	.
O=C(Nc1ccc2c(c1)C(=O)OC2)c1ccccc1Cl	6.5	-0.1	-36.8	5.2	-3.6	12.1	-1.9	4.6
COc1ccc(C(c2c(O)ccc3ccccc23)N2CCOCC2)c(OC)c1 (configuration not stated)	-23.3	.	.	-3.1	.	-5.8	-92.2	-3.1
CCOc1ccc(/C(O)=C2\C(=O)C(=O)N(CCOCCO)C2c2ccccc2OC)cc1 (configuration not stated)	-9.9	.	.	8.4	.	8.1	.	3.0
CCCN(CCC)CCNC(=O)C1(O)c2ccccc2NC(=O)N1c1cccc(OC)c1 (configuration not stated)	.	-5.9	1.5	-2.1	1.4	2.6	10.2	-3.0
N#C[C@H]1[C@@H](c2ccccc2)[C@@H](CO)N1C(=O)C1CCCC1	-3.5	2.8	-5.2	-5.3	4.4	10.8	3.2	.
CCOc1ccc(NC(=O)CN(C)C(=O)c2ccccc2-n2cnnn2)cc1OCC	8.0	-3.6	2.2	-1.5	12.6	.	12.3	-7.6
CC=Cc1ccc2n(c1=O)C[C@@H]1[C@@H](CO)[C@H](C(=O)NCc3ccccc3)N(CCC(F)(F)F)[C@H]21 (mixture of isomers)	13.4	-3.8	-5.0	.	10.0	50.1	12.1	0.3[16.7 µM]
O=C(O)CNC(=O)CCCn1nnc2ccccc2c1=O	.	-1.4	8.5	-0.5	0.8	.	-11.8	1.4
CO[C@H]1CN(C)C(=O)c2cc(NC(=O)C3CC3)ccc2OC[C@H](C)N(Cc2ccccc2)C[C@H]1C	3.3	-0.5	4.5	3.1	-1.6	3.0	.	4.4[16.7 µM]
Cc1ccccc1Nc1nc(N)c2ccccc2n1	10.6	-1.9	-20.3	-1.8	2.8	-9.9	-76.4	7.9
O=C(NC1CCC1)[C@H]1[C@H](CO)[C@H]2Cn3c(ccc(-c4ccc(F)cc4)c3=O)[C@@H]1N2Cc1cocn1	.	-0.3	-1.8	.	-1.9	.	-21.9	.

New compounds follow.
molecule	PGC1a acetyl inh	CASP6 VEID inh	EWS-Fli inh	FN deposition inh	LGR2 inh	Cneo AK release	PAX8 reporter	miR122 inh
CCN1CCN(Cc2ccc(NC(=O)c3cc(NC(=O)c4cncc(-c5cccs5)c4)cc(OC)c3)cc2C(F)(F)F)CC1	3.0	-15.6	64.4*	12.0	30.2	12.4	51.3	-28.8
C[C@@H]1CN([C@@H](C)CO)C(=O)c2cc(NC(=O)C3CC3)ccc2O[C@H]1CN(C)Cc1ccc2c(c1)OCO2	0.9	-3.6	-6.0	.	-6.5	100.8*	-20.4	29.7[16.7 µM]
COc1ccc(NC(=O)CSc2nnc(-c3ccco3)n2N)cc1Cl	-2.4	0.1	-5.1	-2.2	4.7	-0.9	-23.1	2.2
CC(C)NC(=O)Nc1ccc2c(c1)CC(=O)N([C@@H](C)CO)C[C@@H](C)[C@H](CN(C)CC1CCCCC1)O2	.	-2.9	2.5	.	32.5	-1.3	7.8	1.0[16.7 µM]
O=C(NCc1cccnc1)c1[nH]c(C(F)(F)F)nc1-c1ccccc1	-5.7	-0.7	-4.8	4.1	-3.7	-0.9	-7.7	3.4
CN1C(=O)/C(=C/c2ccc(OCc3cccc(F)c3)cc2)NC1=S	.	-1.2	5.5	2.8	-2.2	-0.6	-34.5	.
CC(C)CC1NC(=O)N(Cc2nc3ccccc3s2)C1=O (configuration not stated)	9.6	3.7	6.7	4.5	-37.3	-3.2	13.7	11.2
CCOC(=O)N1CCN(C(=O)CCn2c(=O)[nH]c3ccsc3c2=O)CC1	13.0	0.4	0.2	-1.1	10.4	1.8	0.9	-0.1
CC(C)(C)c1ccc(S(=O)(=O)N2CC(C(=O)O)Oc3ccc(Cl)cc32)cc1 (configuration not stated)	5.3	1.2	10.9	-2.1	2.4	3.0	16.0	-0.9
CC[C@H](C)[C@H](NC(=O)OCc1ccccc1)C(=O)Nc1ccc(NC(C)=O)cc1	13.3	-0.7	-6.6	0.0	16.0	.	-1.3	.
CC(C)c1cn(CC[C@H]2CC[C@H](NS(=O)(=O)Cc3ccccc3)[C@@H](CO)O2)nn1	6.9	1.0	8.9	1.9	6.9	-2.0	3.0	1.2[16.7 µM]
COc1cc(SC)ccc1C(=O)NC(C)C	.	-1.1	-6.1	-3.2	-8.7	-2.2	8.1	.
O=C(C1CC1)N1CC2(C1)[C@@H](c1ccccc1)[C@@H](CO)N2CCC(F)(F)F	-1.9	0.3	-1.0	-5.5	8.8	.	.	.
CCOc1ccc(/C=N\NC(=O)CC(=O)NCCc2ccccc2)cc1	.	0.4	-17.6	6.3	8.6	0.4	32.3	.
O=C(NCC[C@H]1CC[C@H](NC(=O)c2cnccn2)[C@@H](CO)O1)Nc1ccc(Cl)cc1	7.0	1.3	-9.5	.	-23.5	-0.5	-1.3	.
CN(Cc1ccccc1)C1=CC(=[N+]2CCCC2)CC(C)(C)C1	5.8	-3.0	24.0	-1.5	13.1	-1.0	57.8	-8.6
CCNC(=O)c1sc2cc(C)ccc2c1Cl	.	0.9	-40.2	7.2	-74.9	-5.4	-117.1	.
CC1CC(C)CN(CCCNC(=O)CN2C(=O)c3cccnc3Oc3ccccc32)C1 (configuration not stated)	-11.2	-23.8	4.1	-4.4	0.3	-1.1	8.3	-2.2
CO[C@H]1CN(C)C(=O)c2cc(NC(=O)C3CCOCC3)ccc2OC[C@@H](C)N(C)C[C@@H]1C	.	0.3	0.9	-0.8	4.5	-1.0	5.2	0.9[16.7 µM]
CCOC(=O)C1=C(COC(=O)Cc2c(F)cccc2Cl)NC(=O)NC1C (configuration not stated)	-1.9	-1.2	5.1	1.0	1.0	0.1	-2.0	0.8

Continued:
molecule	PGC1a acetyl inh	CASP6 VEID inh	EWS-Fli inh	FN deposition inh	LGR2 inh	Cneo AK release	PAX8 reporter	miR122 inh
C#CCCOC(=O)N1C2=NC(C(=O)OC)=C(C(=O)OC)[C@@H]3N(C)c4ccccc4[C@]23C[C@H]1CO	-30.2	-2.2	5.7	3.6	-9.9	-0.2	-12.8	-1.5
O=C(CC1S/C(=N/N=C/c2ccco2)NC1=O)Nc1cccc(Cl)c1Cl (configuration not stated)	0.2	4.0	8.8	.	-21.5	.	-29.8	.
C[C@@H]1CN([C@H](C)CO)C(=O)c2c(c3ccccc3n2C)-c2ccccc2CO[C@@H]1CN(C)Cc1ccncc1	1.7	0.7	15.5	10.8	-4.4	-2.8	.	.
Cc1cccc(CSc2nc3ccncc3n2CC(=O)Nc2cc(C)cc(C)c2)c1	-5.8	-3.1	-3.4	4.8	-1.9	1.2	-30.9	-1.5
C/C(=C\c1ccccc1)C(=O)NCCc1ccccc1	.	-1.0	-4.6	.	-45.0	.	-125.0	.
Cc1ccc(C(=O)NCc2ccc(Cl)c(Cl)c2)o1	-3.1	.	.	-0.2	.	0.0	4.6	-3.3
C/C(=N\NC(=O)c1ccc2c(c1)OCO2)c1ccco1	-13.1	-1.7	-3.7	5.9	0.0	-2.1	-16.3	-3.7
Cn1cc(C=O)c2ccccc21	-3.5	-1.7	14.8	-9.6	-4.0	.	-0.6	.
COc1ccccc1C(=O)OCC(=O)Nc1ccc(Cl)cn1	.	0.2	2.3	-6.4	-3.8	.	-0.4	13.9
CC(C)CN1C(=O)c2ccc(NC(=O)c3cccs3)cc2C1=O	-0.5	.	.	-5.7	.	1.3	.	7.2
COc1cccc(C(=O)Nc2ccc3c(c2)OC[C@H](C)N(C)C[C@H](C)[C@H](OC)CN(C)C3=O)c1	7.4	.	3.9	-0.4	27.9	.	6.4	.
CC1=C(C(=O)N2CCCC(N3CCN(c4cccc(C(F)(F)F)c4)CC3)C2)OCCO1 (configuration not stated)	-3.4	-2.1	7.5	2.2	12.5	-17.5	.	-7.3
CCCN(C(=O)C1CCN(S(=O)(=O)c2ccc(OC)c(OC)c2)CC1)C1CCS(=O)(=O)C1 (configuration not stated)	7.6	1.8	7.2	-0.3	2.0	0.8	-4.5	-6.5
CO[C@H]1CN(C)C(=O)c2ccc(NS(=O)(=O)c3cn(C)cn3)cc2OC[C@H](C)NC[C@@H]1C	7.3	0.5	-1.0	0.7	1.1	.	.	.
CC(C)N(Cc1ccccc1)S(=O)(=O)c1ccc(Cl)nc1	.	0.1	-0.6	2.3	21.6	.	.	.
O=C(C1CC1)N1CC[C@@H]2[C@H]1c1cc(C#Cc3ccc(F)cc3)ccc1N[C@@H]2CO	6.4	.	-11.1	10.7	-2.9	3.2	-36.8	-5.5[16.7 µM]
CC(C)NC(=O)N(C)C[C@@H]1OCCCC[C@H](C)Oc2ccc(NC(=O)Nc3ccc(C(F)(F)F)cc3)cc2C(=O)N([C@H](C)CO)C[C@@H]1C	0.3	-1.4	7.4	-24.6	9.1	47.7	31.7	-5.6[16.7 µM]
N/C(=N/O)c1cccn1Cc1ccccc1[N+](=O)[O-]	-1.6	-0.2	7.2	.	-2.8	-2.2	4.5	-0.5
O=C(Cc1ccccc1)N1C[C@@H]2[C@H](c3ccccc31)[C@@H](CO)N2S(=O)(=O)c1ccccc1	6.0	1.7	1.5	0.0	10.8	3.8	13.1	7.1[16.7 µM]
